# Compound activity from PubChem.
# Dengue inhibitors – Dengue virus cytopathic effect inhibitors, cell-based, CPE readout, HTS (AID 540333) | Dengue virus CPE inhibition in host cells; hits give high values | CPE inhibition, % at 20 µM | 10,000 compounds, 3.1% hits; in the data active means CPE inhibition mostly above about 9.1%, no sharp cut-off; inactive means mostly below about 7.2%
# Numbers without * were called inactive; i = inactive.
SMILES,Dengue inhibitors
CCCc1c(C)nc2ccc(OC)cc2c1SCCC(=O)O,0.6
COc1ccc(/C=N/NC(=O)CN2CCSCC2)cc1C,i
Cc1ccc(C(=O)COC(=O)c2ccccc2NC(=O)c2ccccc2)cc1[N+](=O)[O-],i
C=C(C)C(=O)Nc1nnc(-c2cccs2)s1,0.4
Cc1cccc(NC(=S)NC2CCCCCC2)c1C,5.1
Cc1[nH]c2ccccc2c1C(=O)COC(=O)Cn1c(C(F)(F)F)nc2ccccc21,i
O=C(Nc1nc2ccccc2s1)c1ccc(N2CCCCC2)c([N+](=O)[O-])c1,2.8
CCO[C@H]1OC(C(=O)NCc2nc3ccccc3[nH]2)=C[C@@H](c2cn(C(C)=O)c3ccccc23)[C@@H]1CCCO,0.2
COc1cc([N+](=O)[O-])cc(/C=N/NC(=O)c2ccc(C)nc2)c1O,2.0
COc1ccccc1CC(=O)Nc1ccc2nc(C)sc2c1,0.5
O=C(CNC(=O)C1CCCCC1)OCc1cc(=O)oc2ccc3ccccc3c12,i
Cc1cccc(C)c1NC(=O)c1cccc(COc2cc(Cl)ccc2Cl)c1,i
O=[N+]([O-])c1ccc(NC(=S)N2CCOCC2)cc1,1.4
CC(C)c1ccc(NCCC(=O)c2cccs2)cc1,i
CCCCCC(=O)NNC(=O)c1ccc(F)cc1,i
Cc1oc2c(C)c(O)ccc2c(=O)c1N1C(=O)c2ccccc2C1=O,i
CCOC(=O)c1c(NC(=O)C2COc3ccccc3O2)sc2c1CCN(Cc1ccccc1)C2 (configuration not stated),0.7
O=C(NC1CCCCC1)C(c1ccc(F)cc1)N(Cc1ccccc1)C(=O)CN1C(=O)c2ccccc2S1(=O)=O (configuration not stated),2.7
COc1cc(/C=C2/C(=O)NN(c3cccc(F)c3)C2=O)ccc1OC(=O)c1ccco1,3.8
CN(C)CCCN(Cc1ccccc1)C(=S)Nc1cccc(C(F)(F)F)c1,i
COC(=O)c1c(NC(=O)CN2CCC3(O)CCCCC3C2c2ccc(F)cc2)sc(C)c1C (configuration not stated),27.5*
CCOc1cccc2c1OC1(CCCCC1)N1N=C(c3cccnc3)CC21 (configuration not stated),i
Cc1cccc(C)c1Nc1nnc(SCc2nc3ccccc3c(=O)[nH]2)s1,i
COc1ccc(CNC(=O)C/C(C)=N/NC(=O)Cc2ccc(OC)c(OC)c2)cc1,1.1
C/C(N)=C(/C#N)C(=O)CSc1cc(Cl)ccc1Cl,0.3
CCNc1c(C(=O)O)ccc2c1C(=O)c1ccccc1C2=O,i
CN(C)S(=O)(=O)c1ccc(N2CCCC2)c(C(=O)Nc2nc(-c3ccc(F)cc3)cs2)c1,1.9
COc1ccc(N/C=C/C(=O)C(F)(F)F)cc1,i
O=C(COC(=O)c1cc(-c2cccc3ccccc23)nc2ccccc12)NC1CCS(=O)(=O)C1 (configuration not stated),0.1
C=CCNC(=S)NNC(=O)c1csc(C)c1C,i
CCOC(=O)CCC(NC(=O)CCCCC(=O)NC(CCC(=O)OCC)C(=O)OCC)C(=O)OCC (configuration not stated),0.4
CCOC(=O)c1cc(-c2ccccc2)n(CCC(=O)N2CCN(c3ccccn3)CC2)c1C,0.1
O=C(CNC1=NCCC1)c1ccc(Cl)cc1,0.6
O=C(CSc1nc2ccccc2s1)Nc1cc(S(=O)(=O)N2CCOCC2)ccc1Cl,0.1
COc1ccc(NC(=O)c2ccc(COCC(F)(F)C(F)F)cc2)cc1,0.4
CC(Sc1nc(-c2ccccc2)cs1)C(=O)Nc1ccc(Cl)cn1 (configuration not stated),i
CCOc1ncccc1C(=O)NCc1cccc(OC)c1,0.1
C/C(CC(=O)Nc1ccc(OCc2ccccc2)cc1)=N\NC(=O)C(=O)Nc1cccc(C)c1,i
COc1cc(CC(=O)Nc2ccc(Cl)c(C(F)(F)F)c2)cc(OC)c1OC,0.4
O=C(COC(=O)c1cc(=O)[nH]c(=O)[nH]1)NCc1ccccc1,0.6
COc1ccc(CCN(Cc2cccs2)S(=O)(=O)c2ccc(S(=O)(=O)N(C)C3CCCCC3)cc2)cc1OC,i
CCOC(=O)/C=C/[C@H]1CC2(CCO1)SCCCS2,i
O=C(Nc1nc2c(s1)CCCC2)c1cccc(S(=O)(=O)N2CCCc3ccccc32)c1,4.3
CCOc1cc(NC(=S)NCC2CCCO2)c(OCC)cc1NC(=O)c1ccc(C)cc1 (configuration not stated),0.9
COc1ccccc1C1CC(=O)n2c(nc(-c3ccccc3)c2-c2ccccc2)S1 (configuration not stated),0.1
COCn1ccnc1C(O)(c1ccc(OC)cc1)c1ccc(OC)cc1,0.2
Cc1cc(C)nc(Sc2ccc([N+](=O)[O-])cc2[N+](=O)[O-])n1,14.6*
Nc1[nH]c(N=NC(=O)c2ccc(Cl)cc2)c2ccccc12,0.6
COC(=O)C1(CC2CC(c3cccc(Br)c3)=NO2)CCN(C(=O)OC(C)(C)C)CC1 (configuration not stated),0.7
COc1ccc(Cl)cc1Nc1ncnc2sc(C)c(S(=O)(=O)N3CCC(C)CC3)c12,0.2
Cc1ccc(/C=C/C(=O)N2CCCN(C(=O)/C=C/c3ccc(C)cc3)CC2)cc1,7.2
Cc1cc([N+](=O)[O-])nn1CCC(=O)NC1CCCCCC1,0.5
Cc1ccc(S(=O)(=O)N(CC(=O)NCCSc2ccccn2)c2ccc(C)c(C)c2)cc1,5.7
CC(C)(OC(=O)c1cccs1)c1cc2ccccc2c(=O)o1,i
CCCC(=O)NC(C)c1nc(-c2ccc(C)cc2)no1 (configuration not stated),i
CCCc1cc(=O)[nH]c(SCc2cc(=O)oc3cc(C)c(C(C)C)cc23)n1,0.2
COc1cc(/C=N/NC(=O)COc2cccc(F)c2)ccc1OS(=O)(=O)c1ccc(C)cc1,i
COc1ccccc1C1=CC(=O)CCC1,i
N#CCCn1cc(C=C(C#N)C#N)c(-c2ccc(-c3ccccc3)cc2)n1,2.6
Cc1ccc(C(=O)NC(NCC2CCCO2)C(Cl)(Cl)Cl)cc1 (configuration not stated),0.3

# Two entries from above, with tabs:
Compound	Dengue inhibitors
COc1cc(/C=N/NC(=O)COc2cccc(F)c2)ccc1OS(=O)(=O)c1ccc(C)cc1	i
Cc1ccc(/C=C/C(=O)N2CCCN(C(=O)/C=C/c3ccc(C)cc3)CC2)cc1	7.2

# (continued)
SMILES,Dengue inhibitors
Cc1ccc(NC(=O)c2ccc3nc[nH]c3c2)cc1C,i
CCc1ccccc1NC(=S)N(Cc1cccnc1)Cc1ccco1,0.4
NS(=O)(=O)c1ccc(CNC(=O)c2ccc(Cl)cc2[N+](=O)[O-])cc1,0.5
COc1ccc(C(=O)OCC(=O)NCc2ccc3c(c2)OCO3)cc1[N+](=O)[O-],1.5
COc1ccc(S(=O)(=O)N(C)C[C@H]2Oc3c(cccc3N(C)C)C(=O)N([C@H](C)CO)C[C@@H]2C)cc1,0.4
Cc1cc(N(CC(=O)NC2CC2)S(C)(=O)=O)ccc1Br,0.2
Cc1ccc(CN2C(=O)C(CC(C)C)Nc3ncnc(N4CCN(c5ccccn5)CC4)c32)cc1 (configuration not stated),2.5
CC(Oc1ccc(F)cc1)C(=O)NN (configuration not stated),0.7
O=C1CN(C(=O)COc2ccccc2F)c2ccccc2N1,i
O=Nc1ccc(NOC(=O)c2ccccc2Br)cc1,1.5
C=CCN1C(=O)S/C(=C/c2ccc(Sc3nc4ccccc4[nH]3)o2)C1=O,12.1*
CCc1ccccc1NC(=O)Cc1ccc(-n2cccc2)cc1,i
Cc1cc(C)c(NS(=O)(=O)c2ccc(NC(=O)c3cccs3)cc2)c(C)c1,1.6
Cc1ccc(NC(=S)Nc2ccc(OC(F)F)c(Cl)c2)cc1Cl,0.2
CCC/C=N/NC(=O)c1cc(-c2ccccc2)nc2ccccc12,i
COc1ccc(Nc2c3c(nc4c(-c5ccccc5)c(C)nn24)CCC3)cc1,i
COc1ccc(CCNC(=O)CSc2nc(C)cs2)cc1,i
COc1cc(NC(=O)COC(=O)CSc2ccc3ccccc3c2)c(C)cc1[N+](=O)[O-],i
NS(=O)(=O)c1ccc(NC(=S)N2CCN(c3ccccc3)CC2)cc1,0.4
Cc1cc(OCC(=O)NC(C)(C)C)ccc1Cl,0.1
CCOc1ncccc1C(=O)OCC(=O)Nc1cc(S(=O)(=O)N2CCOCC2)ccc1C,0.1
CCOC(=O)c1c(C)[nH]c(C(=O)/C(C#N)=C/c2ccc(OC(F)F)c(OC)c2)c1C,i
Cc1cccc(CSC(Nc2ccc(F)cc2)=C(C#N)C#N)c1,0.5
Nn1cnc2c(c1=O)C1(CCCCC1)Cc1ccccc1-2,0.3
COc1ccc(Nc2nc(-c3cccc([N+](=O)[O-])c3)nc3ccccc23)cc1,1.2
COCC(=O)Nc1cc(C(=O)OC)cc(C(=O)OC)c1,i
CCN1CCN(Cc2ccc(NC(=O)c3ccc(C)c(NC(=O)C(=O)c4c[nH]c5ccccc45)c3)cc2C(F)(F)F)CC1,i
S=c1[nH]nc(-c2cccc(Cl)c2)n1CCN1CCCCC1,i
COc1cccc(C2=CC(=O)C[C@H](c3ccc4c(c3)OCO4)C2)c1,i
CCOC(=O)[C@@H]1[C@H]2COc3ccc(Br)cc3[C@@H]2N2C(=O)N(c3ccc(OC)cc3)C(=O)[C@]12C,1.7
COc1cc([N+](=O)[O-])ccc1NC(=O)CC1SC(=Nc2ccc(F)cc2)N(CCC2=CCCCC2)C1=O (configuration not stated),2.7
CC(C)(C)c1ccc(/C=N/Nc2ccc(C(=O)O)cc2)cc1,0.4
COc1ccccc1-c1oc2ccccc2c1C#CCCO,i
COc1ccc(NC(=O)c2cc(S(=O)(=O)N(C)C)ccc2N2CCCC2)cc1Cl,0.4
CCCCOc1ccc(C2C(C(=O)c3ccc(C)o3)=C(O)C(=O)N2CC2CCCO2)cc1 (configuration not stated),2.5
C=C(C)C1CC=C(C)/C(=N/NC(=O)c2ccoc2C)C1 (configuration not stated),0.1
COc1cccc(NC(=S)N(Cc2ccco2)C(C)c2ccco2)c1 (configuration not stated),0.8
C/C(=N\NC(=O)CN(c1ccccc1Br)S(C)(=O)=O)c1ccc2c(c1)OCCO2,0.9
COc1ccc(/C=N/Nc2ncnc3sc4c(c23)CCCC4)cc1O,1.2
Oc1[nH]c2ccccc2c1N=NC(=S)NCCc1ccccc1,1.7
O=S(=O)(c1ccc(Cl)cc1)N1CCN=C1SCc1ccc(Cl)c(Cl)c1,i
Cc1ccc(NC(=O)CCCN2C(=O)/C(=C/C=C/c3ccccc3)SC2=S)cc1,1.0
CCOc1ccc2ncc(S(=O)(=O)c3ccc(C)cc3)c(N3CCC4(CC3)OCCO4)c2c1,0.6
O=S(=O)(c1ccc(-c2csc(Nc3ccc(Br)cc3)n2)cc1)N1CCCC1,5.9
COc1ccc(N=C2SC(C(=O)Nc3ccc(OC)cc3)CC(=O)N2CCN2CCOCC2)cc1 (configuration not stated),0.4
Cc1cc(C)cc(OCC(=O)N/N=C/c2ccncc2)c1,i
Cc1nn(Cc2ccc(C(=O)N3CCOCC3)o2)c(C)c1Br,i
C/C(=N\Nc1nc(-c2cc(C)ccc2C)cs1)c1cc2ccccc2oc1=O,0.4
Cc1ccc(NC(=O)c2nc[nH]c2C(=O)N(C)Cc2ccccc2)cc1,2.7
CC(=O)n1cc([C@@H]2C=C(C(=O)N3CCN(C)CC3)O[C@H](OCc3ccc(CO)cc3)C2)c2ccccc21,i
c1ccc(Oc2nnc(-c3cccs3)c3ccccc23)cc1,i
CCOC(=O)c1ccc(NC(=O)c2cn(CCC#N)nc2-c2ccc3c(c2)OCCO3)cc1,i
CCOc1cc(C(=O)OCC(=O)Nc2ncc(Cl)c(C)c2Cl)ccc1OCC(=O)N1CCOCC1,0.1
Cc1nc2ccccn2c1C(=O)NN=C1C2CC3CC(C2)CC1C3,i
COC(=O)c1ccc(NC(=S)NNC(=O)CC(C)C)cc1,0.1
CCCCCCNc1cc(C)oc(=O)c1C(C)=O,0.4
COc1ccc(/C(C)=N/OCC(=O)N=Nc2c(O)[nH]c3ccccc23)cc1,1.2
C/C(=N/NC(=O)c1ccoc1C)c1ccc(NC(=O)C2CCCC2)cc1,0.5
CC(=O)N1N=C(c2ccccc2)OC1(C)CC(=O)Nc1ccccc1 (configuration not stated),i
S=C(NCCCc1ccccc1)Nc1ccc(Cl)cc1,0.1

# (continued)
SMILES,Dengue inhibitors
Cc1ccc(N2CCN(c3ccc(NC(=O)CCC(=O)O)cc3)CC2)cc1,i
O=C(/C=C/c1cccc(Cl)c1)NCCc1ccccc1,i
CCC(C(=O)N1CCN(c2ccccc2OC)CC1)c1ccccc1 (configuration not stated),0.7
Cn1ccnc1-c1nnn(-c2ccc(Cl)c(Cl)c2)n1,1.9
CC(C)=C1C2CCC1C(C(=O)NCCc1ccccc1)C2C(=O)O (configuration not stated),i
CSCC[C@H](NC(=O)c1cccc([N+](=O)[O-])c1C)c1nc2ccccc2[nH]1,0.0

# Entries shown so far with an NH in an aromatic ring:
SMILES,Dengue inhibitors
Cc1[nH]c2ccccc2c1C(=O)COC(=O)Cn1c(C(F)(F)F)nc2ccccc21,i
CCO[C@H]1OC(C(=O)NCc2nc3ccccc3[nH]2)=C[C@@H](c2cn(C(C)=O)c3ccccc23)[C@@H]1CCCO,0.2
Cc1cccc(C)c1Nc1nnc(SCc2nc3ccccc3c(=O)[nH]2)s1,i
O=C(COC(=O)c1cc(=O)[nH]c(=O)[nH]1)NCc1ccccc1,0.6
Nc1[nH]c(N=NC(=O)c2ccc(Cl)cc2)c2ccccc12,0.6
CCCc1cc(=O)[nH]c(SCc2cc(=O)oc3cc(C)c(C(C)C)cc23)n1,0.2
Cc1ccc(NC(=O)c2ccc3nc[nH]c3c2)cc1C,i
C=CCN1C(=O)S/C(=C/c2ccc(Sc3nc4ccccc4[nH]3)o2)C1=O,12.1*
CCOC(=O)c1c(C)[nH]c(C(=O)/C(C#N)=C/c2ccc(OC(F)F)c(OC)c2)c1C,i
CCN1CCN(Cc2ccc(NC(=O)c3ccc(C)c(NC(=O)C(=O)c4c[nH]c5ccccc45)c3)cc2C(F)(F)F)CC1,i
S=c1[nH]nc(-c2cccc(Cl)c2)n1CCN1CCCCC1,i
Oc1[nH]c2ccccc2c1N=NC(=S)NCCc1ccccc1,1.7
Cc1ccc(NC(=O)c2nc[nH]c2C(=O)N(C)Cc2ccccc2)cc1,2.7
COc1ccc(/C(C)=N/OCC(=O)N=Nc2c(O)[nH]c3ccccc23)cc1,1.2
CSCC[C@H](NC(=O)c1cccc([N+](=O)[O-])c1C)c1nc2ccccc2[nH]1,0.0

# A portion of the library; the hit share may differ from the screen's.
